# Compound activity deposited in PubChem by National Center for Advancing Translational Sciences (NCATS).
# LDHA block: blocks human lactate dehydrogenase A | P00338 | purified LDHA, NADH/diaphorase-resazurin fluorescence; hits give low values | activity change, % (values are at about 110 or 230 µM) | hit rate 0.15% among 480,000 | AID 1347041; in the data active = activity change below about -30%; inconclusive = mostly about -25% to -30%;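 also: plate controls were DMSO wells for no effect and wells without enzyme for full effect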
#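 Enzyme activity of human lactate dehydrogenase 5 (2 nM; 0.06 mM NADH, 0.2 mM pyruvate, 5 min, RT) is measured via a resazurin/diaphorase fluorescence readout of residual NADH.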
# TrxR1 substrate: rat thioredoxin reductase 1 substrate activity. O89049. purified TrxR1 substrate turnover, NADPH consumption readout. Potency, µM (titrated, usually from 114 µM), for inactives: at the highest dose activity change, negative = substrate turnover. hit rate 0.01% among 390,000. AID 588456; also: potency is read from the fitted curve at half-maximal effect; % is scaled to controls: 0 for no effect and ±100 for the full control effect; nearly all actives have a fitted effect of over 50% in size
#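 Rat TrxR1, dispensed at 90 nM, was prereduced with 400 uM NADPH (final) for 5 min at ~22 deg C, then incubated with compound 15 min before 400 uM selenite. A first-read NADPH fluorescence drop versus no-compound background flagged substrates.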
# Vif-APOBEC3G blk: Vif-A3G binding inhibition; Q9HC16; HeLa A3G-eYFP + Vif (tagged APOBEC3G with the HIV-1 protein that degrades it), YFP fluorescence, overnight; Potency, µM (titrated, usually from 46.1 µM), without a hit: at the highest dose activity, negative = active, hits mostly inhibitors; hit rate 0.076% among 410,000; AID 602310;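 also: potency is read from the fitted curve at half-maximal effect; % is scaled to controls: 0 for no effect and ±100 for the full control effect; nearly all actives have a fitted effect of over 60% in size; hits raise eYFP signal because A3G escapes Vif-driven loss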
# Target sequence (Q9HC16 whole entry, looked up): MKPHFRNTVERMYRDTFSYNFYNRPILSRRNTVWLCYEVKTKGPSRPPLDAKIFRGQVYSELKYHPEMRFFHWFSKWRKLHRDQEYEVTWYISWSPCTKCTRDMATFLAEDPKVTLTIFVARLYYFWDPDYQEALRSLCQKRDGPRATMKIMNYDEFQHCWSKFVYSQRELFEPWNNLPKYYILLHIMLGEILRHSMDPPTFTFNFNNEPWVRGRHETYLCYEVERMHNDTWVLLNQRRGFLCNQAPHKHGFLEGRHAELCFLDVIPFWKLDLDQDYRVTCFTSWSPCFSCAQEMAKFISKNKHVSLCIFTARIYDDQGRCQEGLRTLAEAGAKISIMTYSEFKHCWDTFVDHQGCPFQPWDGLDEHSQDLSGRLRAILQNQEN
#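 HeLa cells stably expressing Vif and C-terminally eYFP-tagged A3G, seeded overnight at 37 deg C, then exposed to compound by pintool overnight at 37 deg C. Rise in yellow fluorescence (Ex 488/Em 500-530, Acumen) marks blocked Vif-driven A3G degradation.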
# GRP78 ERSR act: induces the endoplasmic reticulum stress response in human glioma cells. AID 602332. Potency, µM, without a hit: at the top dose activation, usual class: activators. U87-MG GRP78 promoter luciferase reporter, 16 h. hit rate 0.02% among 420,000; also: potency is read from the fitted curve at half-maximal effect; series mostly up to about 76 µM; % of control where 0% means no effect; nearly all actives have a fitted effect of over 35% in size
#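 ERSR induction read as luciferase luminescence (Bright-Glo, 10 min at room temperature) in stably transfected human U87-MG glioma cells exposed to compounds for 16 h, using GRP78 as sensor.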
# USP1-UAF1 inh: inhibitors of human USP1/UAF1 deubiquitinase. hit rate 0.23% among 390,000. Potency, µM (top dose mostly 57.1 µM), for the others: at the highest dose activity change, negative = inhibition, hits mostly inhibitors. O94782. recombinant USP1/UAF1, Ub-Rhodamine cleavage fluorescence; also: potency is read from the fitted curve at half-maximal effect; % is scaled to controls: 0 for no effect and ±100 for the full control effect; nearly all actives have a fitted effect of over 60% in size; inactives centre near -12
#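 High-throughput fluorogenic screen: 1nM USP1/UAF1 complex, Ub-Rho substrate 150nM final, 50mM HEPES pH 7.8 with 0.5mM EDTA, 0.1 mg/ml BSA, 1mM TCEP and 0.01% Tween-20.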
# rTrxR1 inhibitor: blocks rat thioredoxin reductase 1; Potency, µM (doses to about 114 µM), without a hit: at the highest dose activity change, negative = inhibition, most hits filed as inhibitors; O89049; recombinant rTrxR1, NADPH fluorescence consumption, selenite substrate; hit rate 1% among 390,000; also: potency is read from the fitted curve at half-maximal effect; % is scaled to controls: 0 for no effect and ±100 for the full control effect; nearly all actives have a fitted effect of over 65% in size
#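 Rat TrxR1 (90 nM in the dispensed reagent) was pre-reduced with 400 uM NADPH for 5 min at room temperature, then incubated with compound for 15 min. After 400 uM selenite was added, NADPH fluorescence (Ex 340/Em 450 nm) was followed for 8 min.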
# mIDH1 inhibitor: blocks human mutant IDH1 R132H enzyme. O75874. IDH1-R132H enzyme, NADPH consumption, diaphorase/resazurin fluorescence. Potency, µM (doses to about 76.6 µM), for the others: at the top dose activity change, negative = inhibition, most hits filed as inhibitors. hit rate 0.093% among 390,000; also: potency is read from the fitted curve at half-maximal effect; % is scaled to controls: 0 for no effect and ±100 for the full control effect; nearly all actives have a fitted effect of over 65% in size
# Target sequence (O75874 whole entry R132H, stated change not applied): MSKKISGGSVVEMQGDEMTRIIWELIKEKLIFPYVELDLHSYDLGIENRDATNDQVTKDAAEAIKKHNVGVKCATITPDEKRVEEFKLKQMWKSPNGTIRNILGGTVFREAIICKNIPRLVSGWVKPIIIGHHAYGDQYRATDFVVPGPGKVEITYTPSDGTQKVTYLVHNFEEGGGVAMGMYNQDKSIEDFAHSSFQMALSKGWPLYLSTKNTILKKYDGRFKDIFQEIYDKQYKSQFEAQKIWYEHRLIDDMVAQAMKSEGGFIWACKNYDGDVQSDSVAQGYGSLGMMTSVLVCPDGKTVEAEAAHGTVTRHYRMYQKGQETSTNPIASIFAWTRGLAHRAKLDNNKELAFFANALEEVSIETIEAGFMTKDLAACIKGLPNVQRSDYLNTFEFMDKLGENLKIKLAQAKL
#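 IDH1-R132H (0.5 ug/mL dispensed) in pH 7.5 Tris buffer was preincubated 30 min with compound, then given a substrate mix of 0.016 mM NADPH and 2 mM alpha-KG for 80 min at room temperature; remaining NADPH was read by diaphorase/resazurin fluorescence.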
# RGS4 inh: blocks human RGS4-accelerated GTP hydrolysis; P49798; Transcreener GDP fluorescence polarization, RGS4-accelerated GTP hydrolysis; Potency, µM (doses to about 114 µM), without a hit: at the top dose activity change, negative = inhibition, usual class: inhibitors; hit rate 0.039% among 390,000; AID 504845; also: potency is read from the fitted curve at half-maximal effect; % is scaled to controls: 0 for no effect and ±100 for the full control effect; nearly all actives have a fitted effect of over 75% in size; some results filed as inactive show a strong effect at the top dose
# Target sequence (P49798 whole entry, looked up): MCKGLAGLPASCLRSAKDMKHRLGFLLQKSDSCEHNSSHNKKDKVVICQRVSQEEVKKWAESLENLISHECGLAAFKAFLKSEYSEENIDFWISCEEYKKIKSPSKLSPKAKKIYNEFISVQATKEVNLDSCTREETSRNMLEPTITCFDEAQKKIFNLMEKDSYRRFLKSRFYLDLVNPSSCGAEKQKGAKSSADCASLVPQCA
#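 MLSMR compounds (23 nl, pin-transferred) preincubated 10 min at room temperature with a 500nM (2x) first reagent, then RGS4 at 900nM (2x) plus Transcreener GDP mix added; fluorescence polarization (620/688 nm) read before and after 90 min at 30 °C.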
# Vif-A3F inh: blocks the Vif interaction with APOBEC3F. hit rate 0.2% among 390,000. HeLa A3F-eYFP + Vif (tagged APOBEC3F with the HIV-1 protein that degrades it), YFP fluorescence increase. Potency, µM (titrated, usually from 46.1 µM), for inactives: at the top dose activity, negative = active; also: potency is read from the fitted curve at half-maximal effect; % of control where 0% means no effect; nearly all actives have a fitted effect of over 65% in size
#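 HeLa cells stably expressing A3F-eYFP plus Vif, plated and incubated overnight at 37 deg C, then exposed to compounds overnight at 37 deg C. Blocked degradation read as raised yellow fluorescence (Ex 488/Em 500-530).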
# Starred values were filed as active, the others as inactive; ? = inconclusive; . = no result given; & = joins results of further samples; [ ] = remark or other dose. Unless noted, calls follow the shape of the dose curve; as a rule, active = well fitted curve in the direction sought with a large enough effect; inconclusive = small, poorly fitted or top-dose-only effect, or another doubt; inactive = no such curve, though single readings can be large; an effect the other way counts as inactive or inconclusive. These rows are one share of the data, so the mix of outcomes need not match the whole.
SMILES,LDHA block,TrxR1 substrate,Vif-APOBEC3G blk,GRP78 ERSR act,USP1-UAF1 inh,rTrxR1 inhibitor,mIDH1 inhibitor,RGS4 inh,Vif-A3F inh
O=C(/C=C/c1ccc(F)cc1)N1CCN(S(=O)(=O)/C=C/c2ccccc2)CC1,-8,3%[57.1 µM],0%,1%,1%,12%[57.1 µM],10%,7%,-1%
Cc1cccc(NC(=S)NC(C)(C)CC(C)(C)C)c1,1,-11%,-2%,0%,-19%,-12%,11%,-3%,?
O=C(CSc1nnnn1-c1ccccc1F)NNC(=O)c1ccco1,-2,1%,1%,-3%,-5%,34%,5%,5%,-2%
CCn1c(CNC(=O)c2ccc(OC)c(OC)c2)nnc1SCC(=O)Nc1ccc(OC)cc1,-4,-7%,3%,-3%,-2%,-7%,3%,21%,1%
COc1ccc(-c2nnc(SCC(=O)c3cc(C)n(Cc4cccs4)c3C)o2)cc1,2,1%,-1%,-7%,-9%,20%,-2%,-1%,-13%
COc1ccc2[nH]c3c(c2c1)CCN1C(=O)N([C@@H](C)C(=O)NC2CCCCC2C)C(=O)[C@]31C (stereo partly specified),2,0%[57.1 µM],1%,-4%,-16%,-2%[57.1 µM],-1%,2%,-15%
CSc1cccc(NC(=O)NNC(=O)C2CCN(S(=O)(=O)N(C)C)CC2)c1,-1,-4%,1%,-5%,-12%,2%,2%,22%,2%
COc1ccc(NC(=O)CNc2cccc(S(=O)(=O)N3CCCCCC3)c2)c([N+](=O)[O-])c1,-6,-7%,9%,-3%,-5%,10%,-12%,22%,2%
CC(C)c1ccc(S(=O)(=O)NCc2ccc3c(c2)CCN3C(=O)c2ccccc2)cc1,-3,5%[57.1 µM],9%,4%,-18%,25%[57.1 µM],-10%,0%,2%
CC(C)CCOc1ccc(/C=C2\CCn3c2nc2cc(C(=O)O)ccc2c3=O)cc1,8,5%,-1%,-3%,-21%,-1%,1%,-32%,-5%
CS(=O)(=O)c1ccc(Cl)c(C(=O)NC2CCSc3ccccc32)c1 (stereo unspecified),-10,-7%,1%,-1%,-8%,-19%,-9%,6%,14%
Cc1[nH]c2ccccc2c1C(=O)CSc1n[nH]c(N)n1,0,-5%[57.1 µM],-4%,-1%,-5%,5%[57.1 µM],3%,-26%,-1%
CCn1c(CC(=O)Nc2ccccc2)nnc1SCC(=O)Nc1nncs1,-4,6%,-1%,-4%,-20%,23%,-5%,-15%,3%
CCN(c1ccccc1)S(=O)(=O)c1ccc2[nH]c(=O)c(=O)[nH]c2c1,-3,4%[57.1 µM],-1%,-6%,-5%,3%[57.1 µM],5%,9%,16%
CN(C(=O)COC(=O)c1ccc2c(=O)n3c(nc2c1)CCC3)c1ccccc1,-13,2%,1%,-5%,-15%,-4%,-7%,-4%,0%
O=S(=O)(/N=C(/Nc1cc(N2CCOCC2)ncn1)c1ccccc1)c1ccccc1,2,4%,0%,-7%,-4%,11%,2%,-25%,-4%
CCOc1ccc(/C=C\c2nc(O)c([N+](=O)[O-])c(=O)[nH]2)cc1OCC,-1,-5%,1%,-1%,-21%,1%,7%,0%,-23%
O=C(COc1ccc2c3c(c(=O)oc2c1)CCC3)NCCN1CCOCC1,0,17%,2%,-5%,-8%,22%,-5%,30%[11.4 µM],1%
CCCC[C@@H]1CCCO[C@@](C(=O)NCC2CC2)(C(F)(F)F)C1,.,-6%,1%,-4%,.,5%,.,16%,.
CC(C)Cc1ccccc1S(N)(=O)=O,-10,-7%,-6%,-5%,-17%,-4%,3%,-8%,2%
O=C(NCCCSc1ccccc1)c1cccnc1,-2,3%,1%,-5%,-6%,9%,14%,3%,-9%
O=C1c2ccccc2C(=O)N1CCOc1ccccc1,-2,16%[57.1 µM],?,5%,-1%,7%[57.1 µM],11%,17%,-9%
CC(C)N1C(=O)NC2(c3ccccc3)N(C)C(=O)N(C)C12c1ccccc1 (stereo unspecified),-6,3%,0%,-4%,-3%,3%,-2%,12%,-3%
COc1ccccc1-c1sc2cc3c(cc2c1-c1ccc2c(c1)OCO2)OCO3,2,3%,-20%,2%,-32%,1%,-2%[38.3 µM],-11%,0%
CCCOC(=O)c1ccc(NC(=O)c2cccc(S(=O)(=O)N3CCN(C(C)=O)CC3)c2)cc1,-15,-3%,4%,0%,-14%,10%[57.1 µM],-13%,7%,-3%
CC(C)CCN(C(=S)Nc1cccc(F)c1)C(C)c1cccs1 (stereo unspecified),-2,-5%,6%,2%,-23%,-6%,0%,1%[56.9 µM],3%
CCOc1ccc(/C=C2\SC(=S)N(CCC(=O)O)C2=O)cc1,-16,-3%,1%,-12%,-5%,2%,26%,12%,0%
COc1ccccc1CN1CC(C(=O)NCc2c(F)ccc(C)c2F)CCC1=O (stereo unspecified),3,0%,2%,13%,-10%,15%,-4%,20%,?
O=C(CSc1ccc2nnc(-c3cccc(F)c3)n2n1)N1CCCc2ccccc21,3,10%[11.4 µM],-3%,-5%,-8%,28%,7%,-5%,3%
CCC(=O)Nc1sc(C(=O)OC)c(C)c1C(=O)OC,-4,3%,1%,-3%,-17%,21%,0%,-42%,-2%
OCc1ccc2c(c1)c(-c1ccc3c(c1)OCCO3)c(-c1ccccc1)n2-c1ccccc1,4,44%[activator],-12%,-4%,-27%,-11%,-7%,-18%,-5%
O=C(NCC1CCCO1)C(c1cccs1)N(C(=O)c1ccc(CN2CCOCC2)o1)c1ccc(Cl)cc1 (stereo unspecified),0,-11%,0%,2%,-5%,-19%,7%,-1%,-11%
COC(=O)c1c(CSc2cccc(C)c2)noc1C(=O)NCc1ccco1,1,10%[57.1 µM],0%,0%,10%,23%[57.1 µM],0%,-14%,2%
CC(C)C1OC(c2cccc(NC(=O)c3cccs3)c2)OCC1(C)C (stereo unspecified),-2,-11%,0%,-1%,-11%,15%[57.1 µM],0%,16%,10%
CCOc1ccc(NC(=O)Nc2cnccn2)cc1,-2,-11%[57.1 µM],-2%,4%,-2%,25%[57.1 µM],10%,-6%,6%
CCCCn1c(N)c(N(CCC(C)C)C(=O)COC(=O)c2ccco2)c(=O)[nH]c1=O,1,-3%[57.1 µM],0%,-4%,-5%,4%[57.1 µM],3%,-2%,1%
S=C(NCc1ccccc1)Nc1cccc(Cl)c1,4,-13%,1%,-1%,-14%,-15%,2%,-10%,-14%
CC(C)OCCCNC(=O)CN1C(=O)c2cccnc2Sc2ccccc21,-3,10%[57.1 µM],1%,-3%,17%,22%[57.1 µM],-4%,6%,1%
CCOc1ccc2nc(SCC(=O)Nc3cc4c(cc3C(C)=O)OCO4)[nH]c2c1,-4,-13%,-8%,-1%,-6%,-10%,1%,-8%,3%
CCCCn1c(N)c(N(CCC)C(=O)C2CCCC2)c(=O)[nH]c1=O,-1,-4%,-13%,2%,-10%,-14%,-2%,-21%,0%
CC[C@]1(C(=O)OC)[C@H]2C(=O)N(Cc3ccccc3)C(=O)[C@H]2[C@H]2CN=C(SCc3ccccc3)N21,0,-8%,1%,0%,-13%,12%,-1%[38.3 µM],0%,-5%
c1ccc(NCc2ccncc2)cc1,2,-10%,-8%,-1%,-10%,-11%,0%,30%,1%
COc1ccc(N(CC(=O)NCCSc2ccccc2)S(=O)(=O)c2ccccc2)cc1OC,-5,-3%,0%,3%,0%,8%,-6%,24%,?
COc1ccccc1C(=O)N(c1ccc(C)cc1)S(=O)(=O)c1ccc(Cl)cc1,2,0%,-19%,-2%,?,24%,12%,-2%,0%
Cc1ccccc1CC(=O)NCC1CCCCC1,-1,3%,0%,-2%,-17%,5%,5%,-9%,0%
CCNC(=S)NNC(=O)Cn1nc(C)cc1C,-1,-8%,-6%,-5%,-2%,-16%,6%,-20%,-4%
CCOC(=O)C1(Cc2cccc(OC)c2)CCN(Cc2cccn2-c2nccs2)CC1,-6,-5%,-5%,-2%,-5%,9%,-2%,14%,0%
CC1CCN(C(=O)COC(=O)CCC(=O)c2ccc(Cl)cc2)CC1,-3,2%,4%,-1%,-1%,0%,-7%,0%,3%
CC[n+]1cccc(Br)c1,-4,0%,2%,0%,.,19%,.,.,.
CCOc1ccc(-n2c(C)c(C(C)=O)c3cc(OCC(N)=O)ccc32)cc1,2&2,0%[57.1 µM],0%,-6%,-19%,-6%[57.1 µM],2%,0%,0%
CCCCn1c(N)c(N(CC(C)C)C(=O)c2ccco2)c(=O)[nH]c1=O,-3,5%[57.1 µM],1%,1%,1%,8%[57.1 µM],-4%,-5%,2%
CCOC(=O)CCSc1n[nH]c(=S)s1,-2,-9%,-3%,-7%,6%,-16%[11.4 µM],3%,-51%,0%
COc1cc(CNc2ccc(N3CCOCC3)c(C(=O)O)c2)ccc1OCC(N)=O,2,13%,0%,-4%,-8%,21%,1%,-44%,-7%
c1ccc(-c2nn3c(Cn4cnc5ccccc54)nnc3s2)cc1,-7&2,2%,-3%,-6%,-13%,-11%,13%,?,2%
